# BRCA1 expr act = increases BRCA1 expression. hit rate 1.1% among 380,000. Potency, µM (titrated, usually from 46.1 µM), without a hit: at the highest dose activation, hits mostly activators. AID 624202. MCF7-BRCA1-FFLuc reporter, luminescence, 48 h; response scale: scaled: vehicle 0%, 10 µM genistein 100%; active = well fitted activation curve with a large enough effect; inconclusive = small, poorly fitted or top-dose-only effect; inactive = no such curve, though single readings can be large or run the other way; note: nearly all actives have a fitted effect of over 80% in size; some results filed as inactive show a strong effect at the top dose
#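 Compounds are tested at multiple concentrations on MCF7 BRCA1-luciferase reporter cells seeded at 2000 per well; after 48 h, a single luminescence end-point is taken and curves fitted to the normalized data.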
# Active calls of the source: *; ? = inconclusive. Potency is the fitted concentration of half-maximal effect.
# Start of the listing, in advance, 13 compounds:
SMILES,BRCA1 expr act
CCCCC(=O)N(C)c1c(C)nc2ccc(C(=O)NCCOc3ccc(OC)cc3)cn12,-7%
COc1cc(N(C)C)ccc1/C=C1\C=Cc2ccccc21,?
ClN=C1C=CC=CC1=NCl,-24%
CCOc1ccc(C(=O)Nc2c(C)nc(Nc3ccccc3)nc2Nc2ccccc2)cc1OCC,-48%
CCOc1ccc(-c2cc(C(=O)NCCc3ccccc3)c3c(-c4ccc(C)cc4)[nH]nc3n2)cc1,0%
O=C(NC(c1ccc(F)cc1)c1cnccn1)C1CCN(CCOc2ccc(Cl)cc2Cl)CC1 (configuration not stated),3%
O=C(Nc1ccccc1)OC[C@@H]1C=CS(=O)(=O)N1Cc1ccc(Br)cc1,-2%
COc1ccccc1-c1csc(C(O)c2ccccc2)n1 (configuration not stated),-1%
CCc1ccc(CNC(=O)c2ccc3c(c2)N=C(C)c2cc(C)ccc2S3)cc1,-69%
CCOc1ccc(NC(=O)c2nc(S(=O)(=O)Cc3ccc(C)cc3)ncc2Cl)cc1,-31%
COC[C@H]1CCCN1c1ccc2c(c1)O[C@H](COCc1ccccc1)CN([C@H](C)c1ccccc1)S2(=O)=O,-7%
CCc1nc2c(OCCC3CCCCC3)cccn2c1N(C)C(=O)c1ccc(C)cc1,-38%
CCn1cc(C(=O)N2CCN(c3cc(C)ccc3C)CC2)c(=O)c2cc(S(=O)(=O)N3CCOCC3)ccc21,6%

# Main list (from the top)
SMILES,BRCA1 expr act
CCCCC(=O)N(C)c1c(C)nc2ccc(C(=O)NCCOc3ccc(OC)cc3)cn12,-7%
COc1cc(N(C)C)ccc1/C=C1\C=Cc2ccccc21,?
ClN=C1C=CC=CC1=NCl,-24%
CCOc1ccc(C(=O)Nc2c(C)nc(Nc3ccccc3)nc2Nc2ccccc2)cc1OCC,-48%
CCOc1ccc(-c2cc(C(=O)NCCc3ccccc3)c3c(-c4ccc(C)cc4)[nH]nc3n2)cc1,0%
O=C(NC(c1ccc(F)cc1)c1cnccn1)C1CCN(CCOc2ccc(Cl)cc2Cl)CC1 (configuration not stated),3%
O=C(Nc1ccccc1)OC[C@@H]1C=CS(=O)(=O)N1Cc1ccc(Br)cc1,-2%
COc1ccccc1-c1csc(C(O)c2ccccc2)n1 (configuration not stated),-1%
CCc1ccc(CNC(=O)c2ccc3c(c2)N=C(C)c2cc(C)ccc2S3)cc1,-69%
CCOc1ccc(NC(=O)c2nc(S(=O)(=O)Cc3ccc(C)cc3)ncc2Cl)cc1,-31%
COC[C@H]1CCCN1c1ccc2c(c1)O[C@H](COCc1ccccc1)CN([C@H](C)c1ccccc1)S2(=O)=O,-7%
CCc1nc2c(OCCC3CCCCC3)cccn2c1N(C)C(=O)c1ccc(C)cc1,-38%
CCn1cc(C(=O)N2CCN(c3cc(C)ccc3C)CC2)c(=O)c2cc(S(=O)(=O)N3CCOCC3)ccc21,6%
CCCc1ccc(C(O)c2ncc(-c3cccc(F)c3)[nH]2)cc1 (configuration not stated),10%
CC1(C(=O)NS(=O)(=O)C2CC2)CCCN(C(=O)c2cccnc2Oc2ccccc2)C1 (configuration not stated),-8%
Cc1ccc(Cn2c(CO)cnc2SCc2cccc(F)c2)cc1,35%
C=Cn1cc(CNC[C@H]2O[C@@H](n3cnc4c(=O)[nH]c(N)nc43)[C@H](O)[C@@H]2O)c(C)n1,14%
CCOc1ccc(C(CC(=O)O)N2Cc3ccccc3C2=O)cc1OC (configuration not stated),6%
CCN1C(=O)C2(c3ccccc31)c1c(oc3ccccc3c1=O)C(=O)N2CCOC (configuration not stated),22%
CCOc1ccc(-n2ccn3c(CC(C)CC(=O)O)nnc3c2=O)cc1 (configuration not stated),-1%
COc1ccc(OC)c(-c2noc(N3CCN(c4cccc(C(F)(F)F)c4)CC3)n2)c1,-19%
CCc1nc2ccc(C(=O)N(C)Cc3ccco3)cn2c1N(C)C(=O)Cc1ccccc1,22%
COC(=O)c1ccc(NC(=O)C(C)Sc2nc(=O)cc(N)n2CCc2ccccc2)cc1 (configuration not stated),-18%
CCc1nc2ccc(C(=O)NCc3ccccc3OC)cn2c1N(C=O)CCC(C)C,17%
CCc1c(C)c2ccc3c(c2oc1=O)CN(Cc1ccccc1)CO3,0%
O=C(NCc1ccccc1)c1cc(C2CCCCN2S(=O)(=O)c2cccc3cccnc23)on1 (configuration not stated),8%
C[C@@H]1CN([C@H](C)CO)C(=O)c2cc(NC(=O)Nc3ccc(F)cc3)ccc2O[C@@H](C)CCCCO[C@H]1CN(C)S(=O)(=O)c1ccc(Cl)cc1,-46%
CCOC(=O)C1=CCC(c2ccccc2C)N(S(=O)(=O)c2ccc(C)cc2)C1 (configuration not stated),-2%
CCOc1ccc(C(CN2CCOCC2)C(C)=O)cc1OC (configuration not stated),-51%
O=C(Nc1ccc(Cl)c(Cl)c1)N(Cc1c[nH]c2ccccc12)C1CCCCC1,53%
Cc1ccccc1CSc1ncc(Cl)c(C(=O)Nc2nc3ccc(F)cc3s2)n1,12%
COc1ccc(NC(=O)C2(C)CCCN(C(C)=O)C2)cc1F (configuration not stated),-3%
COc1ccc(OC)c(NC(=O)c2nc(SCc3ccccc3F)ncc2Cl)c1,0%
Cc1cn2c(=O)cc(COc3cccc(NC(=O)c4ccccc4C)c3)nc2s1,5%
CC(C)c1nn2c(=O)cc(COC(=O)CNC(=O)c3ccccc3Cl)nc2s1,18%
CCOC(=O)c1c(C)[nH]c(C)c1S(=O)(=O)N(C)CC(=O)N1CCN(c2cccc(C)c2C)CC1,-7%
Cc1ccc(OC2CCN(C(=O)[C@H]3O[C@@H](n4ccc(N)nc4=O)[C@H](O)[C@@H]3O)CC2)cc1,15%
CCN1C(=O)c2ccccc2S(=O)c2ccc(C(=O)N3CCN(c4cccc(Cl)c4)CC3)cc21 (configuration not stated),0%
O=C(Nc1nc2c(F)cccc2s1)c1ccc(S(=O)(=O)N2CCCc3ccccc32)cc1,-3%
O=C(O)c1cccc(-c2csc(C(O)c3ccccc3)n2)c1 (configuration not stated),8%
Cc1ccc(Nc2cc(C)c(C#N)c3nc4ccccc4n23)c(C)c1,-7%
Cc1cccc(C)c1NC(=O)CN1CCN(c2ccc(F)cc2)CC1,-42%
CCCCCn1c(=O)[nH]c2cc(C(=O)N3CCN(c4cccc(C)c4)C(C)C3)ccc2c1=O (configuration not stated),-27%
Cc1ccc(S(=O)(=O)N2CCN(c3nc(-c4ccncc4)nc4ccccc34)CC2)cc1,0%
COCCCn1cc(CN2CC(N3CCN(Cc4ccccc4F)CC3)CS2(=O)=O)nn1 (configuration not stated),1%
O=C(NCC1CC1)C1Cc2c(-c3ccccc3Oc3ccccc3)ccnc2O1 (configuration not stated),0%
CCc1ccc(Cn2nnc(C(=O)Nc3ccc(C)cc3)c2N)cc1,7%
O=C(Nc1cc2c(cc1C(=O)c1cccc(Br)c1)OCCO2)c1ccccc1F,-5%
CC1(C(=O)NS(=O)(=O)c2ccc(C#N)cc2)CCN1C(=O)C1(c2ccc(Cl)cc2)CC1 (configuration not stated),-2%
Cc1cccc(-c2nc(SCc3ccc(Br)cc3)n3[nH]c(=O)cc3n2)c1,0%
COc1ccc(CNC(=O)c2cccc3c(-c4ccc(F)c(F)c4)coc23)cc1OC,7%
COc1ccc(-c2coc3c(C(=O)NCC4CCOCC4)cccc23)c(C)c1,-44%
COc1ccc(CCNC(=O)CCCCn2c(=O)c3ccccc3n(Cc3ccccc3C)c2=O)cc1OC,0%
COc1cccc(-c2cnc(C(O)c3ccc(F)cc3)[nH]2)c1 (configuration not stated),13µM*
OC[C@H]1O[C@@H](c2nc(-c3ccc4c(c3)CCO4)no2)[C@H](O)[C@@H](O)[C@H]1O,-2%
CC(C)CNC(=O)CCSc1nc(-c2ccc3c(c2)OCO3)cc(C(F)(F)F)n1,-8%
CC(=O)NCCNc1nc2cc(-c3ccsc3)sc2c(=O)n1C,0%
CC1(C(=O)NS(=O)(=O)c2ccc(Cl)s2)CCN1C(=O)Cc1cc(F)ccc1F (configuration not stated),2%
CCCCSCCCNC(=O)c1cn(CC)c2ccc(S(=O)(=O)N(C)C3CCCCC3)cc2c1=O,2%
Cc1ccc(CNC(=O)Cn2c(=O)n(-c3ccccc3)c(=O)c3c2c2cc(C)ccc2n3C)cc1,3%
# Going on with the list.
SMILES,BRCA1 expr act
CCOc1ccccc1C(=O)N1CCc2cc(OC)c(OC)cc2C1COc1ccc(OC)cc1 (configuration not stated),-21%
O=C(NCCn1cc(SCc2cccc(F)c2)c2ccccc21)c1cccc(C(F)(F)F)c1,-59%
CN1CCCCC1(C)C(=O)NCc1ccc(F)cc1 (configuration not stated),3%
O=C(NCc1ccncc1)[C@@H]1CCCN1C(=O)[C@H]1CCCN1,2%
CC(C)OCCCNC(=O)CCCn1c(=O)[nH]c2ccsc2c1=O,2%
Cc1ccc(NC(=O)C2CCCN(S(=O)(=O)c3ccc4c(c3)CCCC(=O)N4)C2)cc1Cl (configuration not stated),-31%
CC(C)(C)S(=O)N1Cc2cc(C(=O)NCC(F)(F)F)nc(-c3cccc(-c4cccc(F)c4)c3)c2[C@H]1CCO (some centres not stated),-12%
CCCOc1ccc(NC(=O)C(=O)NCCCN2CCOCC2)cc1,-15%
CCn1c(=O)c(C(=O)Nc2ccc(C(C)=O)cc2)nc2ccccc21,13%
COc1ccc(NC(=O)C2=C(C)Nc3nc(SCc4ccccc4)nn3C2c2cc(OC)ccc2OC)cc1 (configuration not stated),0%
CCC(Sc1nc2c(sc3ccccc32)c(=O)n1CCc1ccccc1)C(=O)N(CC)CC (configuration not stated),-1%
Cn1nc(C(C)(C)C)cc1C(=O)N1CCCCC1c1cc(C(=O)Nc2ccc(F)c(Cl)c2)no1 (configuration not stated),-54%
COc1ccc(NC(=O)C2Cc3c(-c4cccc(C(N)=O)c4)ccnc3O2)cc1 (configuration not stated),-23%
CC(C)c1ccc(CN2CCC2(C)C(=O)Nc2cnc3ccccc3c2)cc1 (configuration not stated),0%
Cc1nc2ccccc2c(=O)n1-c1ccc(NC(=O)c2ccc([N+](=O)[O-])cc2)cc1,-10%
COC(=O)N(C)C[C@@H]1OCc2cn(nn2)CCCC(=O)N([C@H](C)CO)C[C@H]1C,8%
CNc1ncnc2c1ncn2[C@H]1CN(Cc2ccncc2)C[C@@H](CO)O1,-3%
Cc1cc(C)c(C#N)c(SCC(=O)Nc2ccccc2C#N)n1,12%
O=S1(=O)CC(N2CCSCC2)CN1Cc1cn(Cc2ccccc2)nn1 (configuration not stated),8%
CCOc1nc(NC(=O)NS(=O)(=O)Oc2ccc(Cl)cc2)nc(-c2ccccc2)n1,39%
COc1ccc(-c2cc(C(=O)Oc3ccc(C#N)cc3)no2)cc1,5%
CN(CCO)c1nc(-c2cccs2)nc2ccccc12,-10%
CS(=O)(=O)/C(C#N)=C/c1cccn1S(=O)(=O)c1ccc([N+](=O)[O-])cc1,0%
Cc1ccc(CNC(=O)CN2CCN(Cc3ccc(F)cc3Cl)C2=O)cc1,3%
COCCOC(=O)N1CCCCC1c1cc(C(=O)Nc2cccc3c2CCCC3)no1 (configuration not stated),9%
CCNC(=O)c1c(NC(=O)c2nc(SC)ncc2Cl)sc2c1CCCC2,12%
COc1ccc(C(c2nnnn2-c2ccc(OC)cc2)N2CCN(C/C=C/c3ccccc3)CC2)cc1 (configuration not stated),-38%
Cc1ccc2ccccc2c1C(O)c1ncc(-c2ccccc2F)[nH]1 (configuration not stated),-13%
Cc1cccc(C)c1Nc1cn[nH]c1,8%
COc1cc2c(=O)c(S(=O)(=O)c3ccccc3)cn(CC(=O)Nc3ccccc3C)c2cc1OC,0%
COc1cccc(-c2ccnc3c(-c4ccc(F)cc4)c(C)nn23)c1,0%
CCCCNC(=O)C[C@@H]1C[C@@]2(C(=O)OCC)CCC=C2N(Cc2ccccc2)C1=O,4%
Cc1ccc(-n2c(=O)c3ccc(C(=O)NCc4ccccc4Cl)cc3n(CC(=O)Nc3cccc(Cl)c3)c2=O)cc1,62%
CCOc1ccc2nc(S(=O)(=O)NC(=O)C3(C)CCN3C(=O)CCc3cccs3)sc2c1 (configuration not stated),16%
COc1ccccc1N1CCN(C(=O)CCc2nnc3n(C)c(=O)c4sccc4n23)CC1,2%
O=S(=O)(Nc1ccc(F)cc1F)c1ccc(Br)s1,-7%
C#CC(C)(CC)NC(=O)c1cc2c(n(-c3ccc(Cl)cc3)c1=O)CC(C)(C)CC2=O (configuration not stated),-14%
COc1cccc(Nc2nc(C(N)C3CCCCC3)cs2)n1 (configuration not stated),0%
CCc1nc2ccc(C(=O)NCCC(C)C)cn2c1N(C)Cc1nccs1,21%
Cc1cc(C)cc(NC(=O)c2nnn(Cc3cccc(Br)c3)c2N)c1,-15%
COc1ccccc1N1CCN(C(=O)Cn2cnc3onc(-c4ccc(F)cc4)c3c2=O)CC1,-1%
O=C(NCc1ccco1)c1ccc2c(c1)N(Cc1ccc(F)cc1)C(=O)c1ccccc1S2=O (configuration not stated),-35%
Cc1ccc(Nc2nc(NCc3ccco3)nc3nccnc23)cc1Cl,0%
Cc1ccc(Cl)cc1-c1cc(C(=O)NCC2CCCCC2)[nH]n1,-6%
CSC(=NS(=O)(=O)c1ccccc1)NNC(=O)c1c(-c2c(Cl)cccc2Cl)noc1C,15%
CCS(=O)(=O)N1CCc2cc(C(=O)NCc3ccccc3Cl)ccc21,0%
COc1cc(OC)cc(-c2nc3nc(C)c(CCC(=O)Nc4ccc(F)cc4F)c(C)n3n2)c1,4%
OC(c1ccc(Cl)c(Cl)c1)c1ncc(-c2ccc(Cl)cc2)[nH]1 (configuration not stated),26%

# Some values from the entries so far:
# BRCA1 expr act result of CCS(=O)(=O)N1CCc2cc(C(=O)NCc3ccccc3Cl)ccc21 = 0%
# BRCA1 expr act result of CCc1nc2ccc(C(=O)NCCC(C)C)cn2c1N(C)Cc1nccs1 = 21%

# Assay outcomes from PubChem.

# This is a subset. The share of hits here may be higher or lower than overall.
